CR mimetic SO – yeast age-related superoxide inhibition as caloric restriction mimetic | S. cerevisiae aged cells, superoxide DHE fluorescence; stronger effect = lower value | AID 2690 | hit rate 0.18% among 330,000 | superoxide response (% of plate mean), % at 10 µM;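 active = superoxide response under a set limit, about three screen SD below normal, cut at about 65% in these data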;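 also: yeast aged for seven days with compound at 30 °C before DHE staining; 100% = average MFI of all compound-treated wells on the plate with controls excluded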
BCLXL inh – blocks human Bcl-xL binding to Bim BH3 peptide. Q07817. GST-Bcl-xL / FITC-Bim BH3 peptide fluorescence polarization. inhibition, % at 10.9 µM. hit rate 0.7% among 320,000. AID 2129;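 active = inhibition above the mean of all tested compounds plus 3 SD, cutoff set per campaign, cut at about 30% in these data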;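 also: 0% = DMSO wells and 100% = unlabeled Bim-BH3 peptide competitor; inhibitors lower millipolarization by displacing the labeled peptide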
MCL1 BIM primary – disrupts human MCL1 binding to BIM-BH3 peptide | GST-MCL1 / FITC-Bim-BH3 fluorescence polarization | inhibition, % at 10.9 µM | Q07820 | hit rate 0.68% among 320,000;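 active = inhibition above the mean inhibition of all tested compounds plus 3 SD, set per campaign, cut at about 40% in these data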;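 also: 0% = DMSO wells and 100% = unlabeled Bim-BH3 peptide control; higher means more loss of mP so more displacement of Bim peptide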
GRK2 inh – blocks RNA aptamer binding to human GRK2; AID 488847; hit rate 0.59% among 330,000; bead flow cytometry, FAM-aptamer displacement from GRK2; inhibition of aptamer binding, % at 10 µM;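 active = inhibition of aptamer binding above 40%, roughly 3 SD of noise, on plates passing a quality check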;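 also: median bead fluorescence of bound FAM aptamer so fluorescent compounds give negative values; no value below 0 was filed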
GLD-1 TGE inh – GLD-1-TGE RNA interaction inhibition (C. elegans). Q17339. purified GLD-1 + fluorescein TGE RNA, fluorescence polarization. inhibition, % at 5.96 µM. hit rate 0.44% among 320,000;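 active = percent inhibition above a per-plate cutoff, the plate mean of test compounds plus 3 SD, cut at about 30% in these data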;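 also: 0% = DMSO wells with GLD-1 and probe and 100% = wells lacking GLD-1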
Target sequence (Q17339 whole entry, looked up): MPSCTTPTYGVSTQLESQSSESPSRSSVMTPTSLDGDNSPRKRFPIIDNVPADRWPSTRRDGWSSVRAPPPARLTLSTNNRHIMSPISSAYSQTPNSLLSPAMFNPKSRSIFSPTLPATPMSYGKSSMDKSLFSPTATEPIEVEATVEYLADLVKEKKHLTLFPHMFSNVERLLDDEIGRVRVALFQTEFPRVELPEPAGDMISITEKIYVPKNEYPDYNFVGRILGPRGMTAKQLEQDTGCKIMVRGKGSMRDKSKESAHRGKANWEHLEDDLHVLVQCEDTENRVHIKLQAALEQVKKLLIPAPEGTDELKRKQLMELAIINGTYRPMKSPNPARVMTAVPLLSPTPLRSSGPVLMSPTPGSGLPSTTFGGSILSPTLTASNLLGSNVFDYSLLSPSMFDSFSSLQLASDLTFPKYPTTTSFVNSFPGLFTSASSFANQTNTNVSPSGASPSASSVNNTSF
VLA-4 inh – inhibition in a human VLA-4 binding assay; P13612; VLA-4 expressing cells, ligand binding flow cytometry; inhibition, % (about 7 µM as worked out from the volumes in the protocol); hit rate 0.2% among 330,000; AID 2557; in the data active = inhibition above about 50%
CIT2 TOR yeast – alters CIT2-GFP fluorescence in TOR pathway yeast screen; S. cerevisiae CIT2-GFP strain, flow cytometry, 3 h; 100 means same as DMSO wells; GFP response vs DMSO, % at 10 µM; hit rate 0.065% among 320,000; AID 2029;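 active = GFP response relative to DMSO above a set limit, near the screen mean plus 3 SD, cut at about 150% in these data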;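 also: ratio of well median GFP fluorescence to mean of DMSO wells on the plate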
AGP1-GFP MLPCN – yeast TOR pathway AGP1-GFP modulation; GFP response vs DMSO, % at 10 µM; hit rate 0.02% among 320,000; AID 2066; S. cerevisiae AGP1-GFP multiplex flow cytometry, 3 h; GFP as percent of DMSO wells;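 active = GFP response relative to DMSO above a set limit, near screen average plus 3 SD, cut at about 150% in these data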;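 also: median GFP channel fluorescence of the gated AGP1 strain per well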
MEX-5 binding – C. elegans MEX-5 TCR-2 RNA binding activity. Q9XUB2. MEX-5/FITC-TCR2 RNA binding, fluorescence polarization; stronger effect = lower value. activity score (negative = inhibition of binding), % at 10 µM. hit rate 0.38% among 300,000;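 active = inhibition past about -25% in most replicates, and total fluorescence under double the plate's negative control median, limit read from the data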;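 also: 0% = DMSO and -100% = 5 µM competing unlabeled TCR2 RNA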
Target sequence (Q9XUB2 whole entry, looked up): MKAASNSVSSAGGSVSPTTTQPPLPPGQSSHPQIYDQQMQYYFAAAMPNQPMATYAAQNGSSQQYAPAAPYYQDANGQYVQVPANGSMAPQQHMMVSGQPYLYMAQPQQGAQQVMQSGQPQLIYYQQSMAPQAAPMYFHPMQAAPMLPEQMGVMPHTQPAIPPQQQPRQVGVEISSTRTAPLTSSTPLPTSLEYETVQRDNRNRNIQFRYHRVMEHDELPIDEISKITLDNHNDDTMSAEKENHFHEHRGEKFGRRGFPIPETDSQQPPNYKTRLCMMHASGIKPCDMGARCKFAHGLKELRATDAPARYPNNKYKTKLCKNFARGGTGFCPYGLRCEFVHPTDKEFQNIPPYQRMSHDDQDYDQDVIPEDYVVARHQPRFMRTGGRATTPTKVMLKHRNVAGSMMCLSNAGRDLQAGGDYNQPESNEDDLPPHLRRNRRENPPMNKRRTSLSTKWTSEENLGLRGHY
Starred values were filed as active, the others as inactive; / = no result given.

Below each compound – CR mimetic SO	BCLXL inh	MCL1 BIM primary	GRK2 inh	GLD-1 TGE inh	VLA-4 inh	CIT2 TOR yeast	AGP1-GFP MLPCN	MEX-5 binding
1) Cc1ccc(CNC(=O)CSCC(=O)O)cc1
    92	5	1	0	8	10	96	102	-0.7
2) O=C(/C=C/c1ccccc1)OCCN=C1NS(=O)(=O)c2ccccc21
    96	1	-2	0	2	2	109	106	2.6
3) COc1cccc(C(=O)OCc2cc(=O)oc3c(C)c(C)ccc23)c1OC
    122	6	5	0	5	1	99	102	1.3
4) CCOCCCNC(=O)CCN1C(=O)c2ccccc2Sc2ncccc21
    113	-4	3	0	-1	8	97	94	0.0
5) Cc1nc(S(=O)(=O)N(C)Cc2ccccc2)c(C#N)c(C)c1Cl
    118	1	-12	0	-5	7	95	100	-0.7
6) Cc1ccc(NC(=O)Cn2ccsc2=N)c([N+](=O)[O-])c1
    102	2	0	8	4	-2	102	104	-0.1
7) Cc1ccc(N(C)S(=O)(=O)c2nnc(NC(=O)c3ccco3)s2)cc1
    74	4	13	1	-3	0	116	108	2.8
8) CC1(C)CC(=O)C2=C(C1)N(N1CCOCC1)C(N)=C(C#N)C2c1cccnc1 (centres undefined)
    104	5	6	1	-2	-17	110	107	-0.9
9) COc1ccccc1N/C=C/c1onc(C)c1[N+](=O)[O-]
    118	-79	-230	0	-82	-7	106	98	2.6
10) CCOC(=O)N1CCN(C(=S)Nc2ccccc2C)CC1
    91	3	-3	1	-9	7	106	103	-1.3
11) CC(C)n1cnc2c(N(C)c3ccccc3)nc(N(CCN(C)C)Cc3ccccc3)nc21
    103	4	-1	0	4	41	81	76	3.1
12) CCCC(CCC)=NNC(=O)c1ccccc1F
    109	-4	6	0	11	-18	104	94	-1.5
13) O=C(NC1CCN(C(=O)c2cccs2)CC1)c1ccccc1
    109	6	-6	0	4	3	100	105	2.8
14) Cc1ccccc1C(=O)NNC(=O)c1ccc2nc[nH]c2c1
    94	10	16	20	6	-15	108	107	3.3
15) CC(C)N=C1NN=C(c2cccs2)CS1
    108	10	9	8	5	-11	103	102	-0.2
16) COc1cccc(CNC(=O)Cc2ccc(-c3ccccc3)cc2)c1
    120	11	7	1	3	2	116	104	-7.0
17) COc1ccc2[nH]c(=O)c(CN(Cc3ccc4c(c3)OCO4)C(C)=O)cc2c1
    92	0	-6	3	-2	-2	94	93	-1.6
18) CSc1nncn1/N=C/c1ccc2c(c1)OCO2
    113	-4	-9	0	-1	10	99	105	1.9
19) C/C(=N\O)C(=O)NCCN1CCCCC1
    94	2	-1	1	-4	7	107	105	-2.2
20) CN1CCN(c2ccc(NC(=O)c3ccc(-c4ccc(Br)cc4)o3)cc2)CC1
    103	6	4	0	3	8	89	97	0.8
21) CC1Cc2ccccc2N1C(=O)COc1nc2ccccc2nc1N1CCOCC1 (centres undefined)
    107	-2	-7	1	-2	17	104	106	0.9
22) CC(CN1C(C)CCCC1C)OC(=O)c1cccc(F)c1 (centres undefined)
    97	7	6	0	-4	-10	105	105	0.0
23) Cc1onc(-c2ccccc2Cl)c1C(=O)Nc1ccc(N2CCOCC2)cc1
    84	-3	-2	3	-3	-4	107	100	1.3
24) Cc1cccc(C)c1NC(=O)N1CC=CCC1
    101	/	/	4	/	4	92	94	0.7
25) NC(=O)c1ccc(NC(=O)C2COc3ccccc3O2)cc1 (centres undefined)
    92	6	4	11	7	15	93	110	3.1
26) COc1ccc(-c2csc(C3=C(O)CN(Cc4ccc(S(N)(=O)=O)cc4)C3=N)n2)cc1OC
    105	6	5	0	2	1	103	105	-0.8
27) Cc1ccc(S(=O)(=O)N2CCCCC2)cc1NC(=O)c1ccc(Cl)nc1
    89	-5	-9	0	1	6	104	102	/
28) Cc1cccc(OCC(=O)Nc2nnc(S(=O)(=O)N3CCCCCC3)s2)c1
    96	7	7	0	-2	0	101	102	0.4
29) CCOC(=O)C1CCN(C(=O)C2c3ccccc3C(=O)N(C)C2c2ccc(OC)cc2)CC1 (centres undefined)
    88	1	-2	1	-4	-4	102	92	/
30) CC1=CC(C)(C)NC(=S)N1c1cccc2cc(S(=O)(=O)O)ccc12
    88	18	32	4	7	2	92	93	-6.5
31) O=C(NCC1CCCO1)c1nnc(Cc2ccc(F)cc2)o1 (centres undefined)
    109	-4	-6	2	4	18	100	109	-0.2
32) O=S(=O)(NCc1cn2ccccc2n1)c1ccccc1F
    102	-2	-1	1	-4	23	92	102	/
33) O=C(O)CC1(CC(=O)N2CCOCC2)CCCC1
    94	3	0	1	6	-4	96	92	0.1
34) COc1ccc(OCCC(=O)OCC(=O)Nc2cccc(S(=O)(=O)N3CCOCC3)c2)cc1
    101	-1	0	2	7	-1	106	105	2.0
35) CCOC(=O)N1CCN(C(=O)c2cn(CCOC)c(=O)c3c2c2ccccc2n3C)CC1
    90	1	-3	0	4	5	112	109	-1.1
36) Cc1ccc(C(=O)CC(C(=O)O)c2cn(CCC#N)c3ccccc23)cc1 (centres undefined)
    114	-4	-4	2	-9	38	96	103	/
37) Cc1cc(=O)oc2c3c(cc(OCC(=O)NCC(=O)N[C@H](C(=O)O)C(C)C)c12)OC(C)(C)CC3
    94	4	-3	0	6	-1	119	110	-0.1
38) CC1CCN(c2ccc(C(=O)O)cc2NS(=O)(=O)c2ccc(Br)cc2)CC1
    97	5	8	4	9	12	96	92	-2.3
39) CNC(=O)Nc1ccc2nc(C)oc2c1
    90	6	9	0	2	1	112	113	1.1
40) CCCCN1C(=O)N(C)C2NC(=O)NC21 (centres undefined)
    113	3	4	0	-4	-21	109	98	-0.1

Part of the list above with just CIT2 TOR yeast.
| item | mol | CIT2 TOR yeast |
| --- | --- | --- |
| 23 | Cc1onc(-c2ccccc2Cl)c1C(=O)Nc1ccc(N2CCOCC2)cc1 | 107 |
| 39 | CNC(=O)Nc1ccc2nc(C)oc2c1 | 112 |

(continued)
Below each compound – CR mimetic SO	BCLXL inh	MCL1 BIM primary	GRK2 inh	GLD-1 TGE inh	VLA-4 inh	CIT2 TOR yeast	AGP1-GFP MLPCN	MEX-5 binding
41) Cc1nn(CCCC(=O)Nc2cccnc2)c(C)c1[N+](=O)[O-]
    94	0	5	2	-1	2	99	104	-3.5
42) Cc1cc(C)n2cc(CSc3nnnn3-c3ccc(Cl)cc3)nc2n1
    92	8	20	3	4	6	100	98	/
43) O=C(COc1ccc(Br)cc1Cl)NC(=O)NC1CCCC1
    92	5	9	0	-6	8	100	105	/
44) CCC(C(=O)NC(C)(C)C)N(Cc1ccco1)C(=O)Cn1nnc(-c2ccc(F)cc2)n1 (centres undefined)
    104	3	4	0	-1	9	103	106	1.2
45) COc1cccc(NC(=O)COC(=O)c2ccccc2C(=O)N(C)c2ccccc2)c1
    107	1	0	0	-5	11	104	121	/
46) O=C(NC1CCCC1)C(c1ccccc1)N(Cc1ccc2c(c1)OCO2)C(=O)Cc1cccs1 (centres undefined)
    104	0	7	0	-1	-18	85	101	2.4
47) CCC(C)(C)NC(=O)CN(C(=O)c1ccc(N2CCCC2)nc1)c1ccc(F)cc1
    92	4	2	4	6	9	79	20	0.7
48) CC(=O)CSc1nnc(CSc2ncccn2)n1C1CCCCC1
    92	-3	1	0	0	-8	89	94	2.4
49) CC(CCc1ccccc1)N1CCN(C)CC1 (centres undefined)
    107	-1	2	3	-12	-8	111	111	-1.2
50) CC(=O)c1ccc(N2CCN(C(=O)c3ccc(NC4=NC5CS(=O)(=O)CC5S4)cc3)CC2)cc1 (centres undefined)
    100	9	9	0	8	1	102	102	0.4
51) NC(=O)CC(NSc1ccccc1[N+](=O)[O-])C(=O)O (centres undefined)
    90	0	1	0	9	7	112	110	-2.0
52) Cc1ccc(Cn2c(CCCO)nc3ccccc32)cc1
    103	1	8	2	6	7	104	98	0.1
53) CN(C)c1ccc(C(=S)N2CCN(C(=S)Nc3ccc(Cl)cc3)CC2)cc1
    102	1	5	0	3	-2	102	109	0.1
54) Cc1cccc(N(C)S(=O)(=O)c2ccc3[nH]cc(C(=O)N4CCOCC4)c(=O)c3c2)c1
    102	7	-5	0	-10	14	89	84	2.7
55) CC1(C)CC(=O)C2=C(C1)Nc1ccccc1NC2c1cc(Cl)ccc1O (centres undefined)
    110	13	0	0	10	17	101	101	-4.5
56) COc1ccc2nc(NC(=O)c3ccc(-n4nc(C)cc4C)cc3)sc2c1
    87	10	2	2	6	-1	92	100	0.3
57) CCC(C)OC(=O)C(C)Oc1ccc(-c2ccccc2)cc1 (centres undefined)
    107	1	-3	1	3	3	87	98	-2.9
58) CCC(CC)C(=O)c1c[nH]c(C(=O)O)c1
    103	2	-2	0	1	1	107	105	1.4
59) COCCCNC(=O)CSc1nc2sc(C(=O)OC)c(C)c2c(=O)n1N
    94	4	5	0	-1	-1	92	96	-2.8
60) Cc1nnc(SCCn2c(N3CCCCC3)nc3c2c(=O)[nH]c(=O)n3C)s1
    99	1	-12	40	1	9	108	84	-0.2
61) Cc1ccc(C)c(C(C)NC(=O)c2ccncc2)c1 (centres undefined)
    100	5	-7	2	3	3	95	100	0.7
62) Cc1ccccc1OC1CCN(C(=O)c2cc(COc3ccccc3)on2)CC1
    107	2	1	0	1	5	100	100	-0.3
63) Cc1ccc(NC(=O)C(c2ccccc2)N2CCN(CC(=O)NC3CC3)CC2)cc1Cl (centres undefined)
    109	-11	-21	2	4	-6	95	95	/

Screening results from PubChem BioAssay.
